M. tuberculosis HTS = M. tuberculosis growth inhibition, HTS (AID 449762); M. tuberculosis H37Rv growth inhibition, 7H9 media; higher % means a stronger effect; inhibition, % at 25 µM; hits with a dose series show IC50 in µM; 0.59% of 330,000 active; in the data active = a potency from the dose series; inconclusive = inhibition above about 70% without an active follow-up result;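 also: bacterial growth assessed after seven days of incubation; strong numbers were not always called active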
influenza NS1A = NS1A inhibition, H1N1 influenza, cell based functional assay (AID 504329); NS1A functional cell-based assay, percent inhibition; higher % means a stronger effect; inhibition, % at 12.5 µM; hits with a dose series show IC50 in µM; 0.3% of 340,000 active; in the data active = a potency from the dose series; inconclusive = inhibition above about 27% without an active follow-up result; also: strong numbers were not always called active
VEEV TC-83 Vero = inhibitors of VEEV TC-83 cytopathic effect, confirmation, Vero cells (AID 588727); Vero cells, VEEV TC-83 cytopathic effect inhibition; higher % means a stronger effect; inhibition, % at 20 µM; hits with a dose series show IC50 in µM; 0.13% of 350,000 active; in the data active = a potency from the dose series; inconclusive = inhibition mostly from about 14% at the one dose, without a potency; inactive = the rest, 99 in 100 with inhibition below about 12%; also: strong numbers were not always called active
Salmonella PhoP GFP = Inhibition of PhoP regulon, Salmonella typhi GFP reporter cells, confirmation, 4 h (AID 1850); Salmonella Typhi PhoP-promoter GFP reporter, fluorescence, 4 h; higher % means a stronger effect; one-dose inhibition, % at 50 µM; IC50 in µM for titrated hits; 0.33% of 310,000 active; in the data active = a potency from the dose series; inconclusive = inhibition mostly from about 25% at the one dose, without a potency; inactive = the rest, 99 in 100 with inhibition below about 19%;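 also: 0% = induced wells with vehicle and 100% = uninduced wells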
M. tuberculosis = growth inhibition of non-replicating M. tuberculosis (AID 488890); Mycobacterium tuberculosis non-replicating, growth inhibition; higher % means a stronger effect; inhibition, % at 25 µM, or IC50 in µM where a hit was titrated; 0.39% of 320,000 active; in the data active = a potency from the dose series; inconclusive = inhibition mostly from about 82% at the one dose, without a potency; inactive = the rest, 99 in 100 with inhibition below about 76%;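 also: plate controls were DMSO cells for no effect and high antibiotic wells for full effect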
An asterisk follows results filed as active; i = inactive; ? = inconclusive; nt = no result given; & = joins results of further samples.

nr	canonical_smiles	M. tuberculosis	M. tuberculosis HTS	VEEV TC-83 Vero
1	COc1ccc(C(c2nnnn2Cc2ccccc2)N2CCN(c3nc4ccccc4s3)CC2)cc1 (stereo not drawn)	58%	12%	13%
2	C[C@H](CO)N1C[C@H](C)[C@@H](CN(C)C(=O)Nc2ccc(C(F)(F)F)cc2)Oc2c(NC(=O)Nc3ccccc3)cccc2C1=O	32%	5%	2.6%
3	Cn1ccnc1SCC(=O)c1ccc2ccccc2c1	2%	-5%	0.8%
4	OC(COCc1ccc2c(c1)OCO2)CN1CCN(Cc2ccccc2)CC1 (stereo not drawn)	6%	-1%	0.9%
5	Cc1ncc([N+](=O)[O-])n1CC(=O)Nc1ccc2c(c1)OCO2	3%	3%	1.6%
6	CC1=C(C(=O)OCCOc2ccccc2)C(c2ccsc2)NC(=O)N1C (stereo not drawn)	5%	0%	4.2%
7	Cc1ccc(SCC(=O)OCC(=O)N(CC(C)C)C2CCS(=O)(=O)C2)cc1C (stereo not drawn)	28%	-2%	1.4%
8	CCCCOC(=O)c1ccc(NC(=O)c2cc(Cl)c(Cl)cc2C(=O)O)cc1	74%	?	1.3%
9	Cc1ccccc1N=Cc1cccc(O)c1O	45%	11%	1.4%
10	CC(C(=O)NC1CCCC1)N1CCN(S(=O)(=O)c2ccccc2Cl)CC1 (stereo not drawn)	nt	nt	2.6%

nr	influenza NS1A	Salmonella PhoP GFP
1	7%	3%
2	2%	nt
3	3%	-1%
4	-8%	-2%
5	2%	-8%
6	-5%	-7%
7	-2%	-12%
8	16%	-17%
9	7%	1%
10	-4%	nt

Next part
nr	canonical_smiles	M. tuberculosis	M. tuberculosis HTS	VEEV TC-83 Vero
11	CC(=O)OC(COc1ccccc1)Cn1cnc2ccccc21 (stereo not drawn)	6%	0%	1.1%
12	Fc1ccc(OCCCCN2CCOCC2)cc1	14%	-4%	1.4%
13	COc1ccc(/C=N/NC(=O)CCN2CCN(c3ccccc3)CC2)c(OC)c1OC	11%	4%	1.1%
14	CC1(c2nnc(-c3ccc(Cl)cc3)o2)CC(c2cccc(Cl)c2)=NO1 (stereo not drawn)	nt	4%	2.0%
15	COc1ccc(Cl)cc1N1C(=NC(=O)C2CCCO2)SC2CS(=O)(=O)CC21 (stereo not drawn)	-3%	7%	1.8%
16	C=CCc1cccc2cc(C(=O)OCC)c(=O)oc12	58%	-1%	1.5%
17	CC(=O)NC(Cc1ccccc1)C(=O)N1CCN(C(=O)c2cccs2)CC1 (stereo not drawn)	0%	-2%	3.3%
18	O=c1cc(CO)occ1OCc1c(F)cccc1Cl	-6%	1%	0.2%
19	CCC1(CC)Cc2ccccc2C(Nc2c(C)n(C)n(-c3ccccc3)c2=O)=N1	-6%	0%	1.4%
20	Cn1c(=O)c(Oc2cc(Cl)cc(Cl)c2)nc2ccccc21	6%	3%	3.7%

nr	influenza NS1A	Salmonella PhoP GFP
11	12%	2%
12	-12%	18%
13	-10%	9%
14	0%	-12%
15	7%	0%
16	-7%	-5%
17	22%	4%
18	3%	-2%
19	-6%	-16%
20	-1%	-1%

Further entries.
nr	canonical_smiles	M. tuberculosis	M. tuberculosis HTS	VEEV TC-83 Vero
21	CCOc1cccc(N2C(=O)CC(N3CCN(c4ccc(S(=O)(=O)CC)cc4)CC3)C2=O)c1 (stereo not drawn)	31%	-4%	0.3%
22	CC(C)(C)c1ccc(O)c(/C=N\O)c1	?	5%	i
23	Cc1nc2ccccc2c(=O)n1-c1ccc(Br)cc1[N+](=O)[O-]	-12%	3%	0.6%
24	O=C(Nc1ccc(S(=O)(=O)Nc2nccs2)cc1)c1ccc(F)cc1	49%	-4%	4.8%
25	CC(C)(C)S(=O)N1Cc2cc(CO)cc(-c3ccccc3)c2[C@H]1CCO (stereo partly drawn)	nt	nt	0.8%
26	O=C(/C=C/c1ccccc1)N1CCN(Cc2nc3ccccc3c(=O)[nH]2)CC1	21%	-14%	i
27	CC(C)N(C(=O)[C@H]1CC(CC(=O)NCCCN(C)C)C(=O)N2CCc3c([nH]c4ccccc34)[C@]12C)C(C)C (stereo partly drawn)	-2%	-1%	0.6%
28	O=S(=O)(Nc1ccc2ccccc2n1)c1ccccc1	-11%	-12%	2.9%
29	CCS(=O)(=O)c1ccc(-c2cccc(NC(=O)COc3ccc(Cl)cc3)c2)nn1	27%	7%	i
30	CN=C(Nc1cc(C)nn1CCC#N)c1ccccc1	-8%	-5%	0.4%

nr	influenza NS1A	Salmonella PhoP GFP
21	-1%	1%
22	7%	3%
23	5%	10%
24	-6%	2%
25	-18%	nt
26	-8%	-16%
27	-3%	nt
28	-4%	-4%
29	8%	5%
30	6%	2%

The list continues:
nr	canonical_smiles	M. tuberculosis	M. tuberculosis HTS	VEEV TC-83 Vero
31	Cc1ccc(OCC(=O)Nc2ccc(N3CCOCC3)cc2)cc1	-6%	-1%	1.3%
32	Cc1cc2c(cc1C)C(=O)C(Br)=C(N)C2=O	nt	nt	3.4%
33	CCOC(=O)c1ccccc1C(=O)OCC	-2%	7%	0.1%
34	CCOc1ccc(CN2CCNC(=O)C2CC(=O)NCCN2CCOC2=O)cc1 (stereo not drawn)	9%	-8%	0.3%
35	COc1cccc(CC(=O)OCC(=O)N(C)CC(=O)Nc2ccc(Cl)c(C(F)(F)F)c2)c1	12%	22%	0.5%
36	COc1ccc(NC(=S)N2CCC(N(C)CC3CCCO3)CC2)cc1 (stereo not drawn)	23%	9%	2.0%
37	Cc1ccccc1NC(=S)NNC(=O)c1ccncc1	?	35%	0.7%
38	N#Cc1ccc(-c2ccccc2)nc1SCCN1CCOCC1	48%	6%	0.8%
39	CC(C)(C)c1nc(SCC(=O)NCc2ccco2)c2ccccc2n1	19%	-2%	i
40	O=C(Cc1cccc2ccccc12)NCC(=O)Nc1ccccc1F	-13%	-10%	6.5%

nr	influenza NS1A	Salmonella PhoP GFP
31	8%	-6%
32	-6%	nt
33	-1%	-10%
34	27%	-3%
35	14%	-5%
36	-9%	-6%
37	9%	-2%
38	-4%	-6%
39	-2%	26%
40	0%	-4%

Some of the entries so far, with two lines to a compound.
The line under a structure holds: M. tuberculosis | M. tuberculosis HTS | VEEV TC-83 Vero | influenza NS1A | Salmonella PhoP GFP
(24) O=C(Nc1ccc(S(=O)(=O)Nc2nccs2)cc1)c1ccc(F)cc1
    49% | -4% | 4.8% | -6% | 2%
(25) CC(C)(C)S(=O)N1Cc2cc(CO)cc(-c3ccccc3)c2[C@H]1CCO (stereo partly drawn)
    nt | nt | 0.8% | -18% | nt
(26) O=C(/C=C/c1ccccc1)N1CCN(Cc2nc3ccccc3c(=O)[nH]2)CC1
    21% | -14% | i | -8% | -16%
(27) CC(C)N(C(=O)[C@H]1CC(CC(=O)NCCCN(C)C)C(=O)N2CCc3c([nH]c4ccccc34)[C@]12C)C(C)C (stereo partly drawn)
    -2% | -1% | 0.6% | -3% | nt
(28) O=S(=O)(Nc1ccc2ccccc2n1)c1ccccc1
    -11% | -12% | 2.9% | -4% | -4%
(29) CCS(=O)(=O)c1ccc(-c2cccc(NC(=O)COc3ccc(Cl)cc3)c2)nn1
    27% | 7% | i | 8% | 5%
(30) CN=C(Nc1cc(C)nn1CCC#N)c1ccccc1
    -8% | -5% | 0.4% | 6% | 2%
(31) Cc1ccc(OCC(=O)Nc2ccc(N3CCOCC3)cc2)cc1
    -6% | -1% | 1.3% | 8% | -6%
(32) Cc1cc2c(cc1C)C(=O)C(Br)=C(N)C2=O
    nt | nt | 3.4% | -6% | nt
(33) CCOC(=O)c1ccccc1C(=O)OCC
    -2% | 7% | 0.1% | -1% | -10%
(34) CCOc1ccc(CN2CCNC(=O)C2CC(=O)NCCN2CCOC2=O)cc1 (stereo not drawn)
    9% | -8% | 0.3% | 27% | -3%
(35) COc1cccc(CC(=O)OCC(=O)N(C)CC(=O)Nc2ccc(Cl)c(C(F)(F)F)c2)c1
    12% | 22% | 0.5% | 14% | -5%
(36) COc1ccc(NC(=S)N2CCC(N(C)CC3CCCO3)CC2)cc1 (stereo not drawn)
    23% | 9% | 2.0% | -9% | -6%
(37) Cc1ccccc1NC(=S)NNC(=O)c1ccncc1
    ? | 35% | 0.7% | 9% | -2%

Following part.
nr	canonical_smiles	M. tuberculosis	M. tuberculosis HTS	VEEV TC-83 Vero
41	COC(=O)C1CCN(C(=O)Cn2nnc(-c3cccc(F)c3)n2)CC1	1%	4%	i
42	Cc1cc(NS(=O)(=O)c2ccc(NC(=O)C(C)Oc3cc(C)c(Cl)c(C)c3)cc2)no1 (stereo not drawn)	37%	-18%	4.4%
43	CCOc1ccc(CCNC(=O)c2cccc(N3CCCC3=O)c2)cc1OCC	3%	-4%	6.4%
44	Cc1cc(=O)oc2c3c(cc(OCC(=O)NCCC(=O)O)c12)OC(C)(C)CC3	-7%	-3%	2.1%
45	Cc1ccc(S(=O)(=O)NN2C(=O)/C(=C\c3ccc(Cl)cc3)SC2=S)cc1	11%	10%	0.7%
46	CCN(CC)CCCNC(=O)/C=C/C(=O)O	9%	-11%	3.6%
47	Cc1nc2ccccn2c1C(=O)N/N=C/c1ccccc1Cl	-16%	-1%	2.6%
48	O=C(O)c1cc2cccc(S(=O)(=O)N3CCOCC3)c2cc1O	-14%	-3%	i
49	Cc1ccc(-c2noc(CCC(=O)NCCN3CCOCC3)n2)cc1	-12%	-3%	0.9%
50	COC(=O)c1sc(NC(=S)NC(=O)c2ccccc2F)nc1C	68%	11%	1.9%

nr	influenza NS1A	Salmonella PhoP GFP
41	-6%	-10%
42	-9%	-6%
43	0%	-9%
44	22%	2%
45	3%	13%
46	-21%	4%
47	-16%	11%
48	-1%	13%
49	-7%	-1%
50	-14%	10%

(listing goes on)
nr	canonical_smiles	M. tuberculosis	M. tuberculosis HTS	VEEV TC-83 Vero
51	COCCn1c(SCC(=O)Nc2cccc(OC)c2)nc2c(oc3ccccc32)c1=O	10%	4%	2.8%
52	Cc1c(C)n(CCN(C)C)c2ncnc(NCc3ccccc3)c12	-6%	-1%	1.1%
53	CCCCCNC(=O)c1cc(S(=O)(=O)N2CCCC2)ccc1F	-6%	-1%	1.3%
54	COc1cc(C(=O)N/C(=C\c2cn(S(=O)(=O)N(C)C)c3ccccc23)C(=O)N2CCCC2)cc(OC)c1OC	11%	7%	3.5%
55	CC(=O)n1cc([C@H]2C=C(C(=O)N3CCN(Cc4ccc5c(c4)OCO5)CC3)O[C@@H](OCCCCO)C2)c2ccccc21	-3%	0%	7.2%
56	CC1CNCCN1S(=O)(=O)c1cccc2cnccc12 (stereo not drawn)	-7%&-12%	5%&8%	1.4%
57	CCN(Cc1ccccc1)C(=O)CC(=O)N(CC)Cc1ccccc1	6%	-6%	i
58	Cc1ccc2c(c1)nnn2C1CCN(C(=O)NCc2ccccc2)CC1	3%	-2%	1.6%
59	COc1ccc(C)cc1NS(=O)(=O)c1ccc(Br)s1	14%	3%	0.1%
60	Cc1cc2c(C)c(C)c(=O)[nH]c2cc1N	6%	-3%	4.9%

nr	influenza NS1A	Salmonella PhoP GFP
51	-19%	-4%
52	5%	-4%
53	1%	-6%
54	-7%	-1%
55	1%	-5%
56	4%&-3%	-3%&-5%
57	-3%	-25%
58	10%	-8%
59	-8%	-9%
60	4%	11%

Remaining list, next part.
nr	canonical_smiles	M. tuberculosis	M. tuberculosis HTS	VEEV TC-83 Vero
61	O=C1C2C3c4ccccc4C(c4ccccc43)C2C(=O)N1c1nc(-c2ccccc2)cs1 (stereo not drawn)	-20%	3%	6.3%
62	CC(Sc1ccccc1)C(=O)NN=C1CCCC1 (stereo not drawn)	-2%	3%	0.6%
63	CCOC(=O)CCC(=O)NNC(=O)COc1ccc(C(C)C)cc1Br	0%	-2%	3.4%
64	Cc1cccc(C(C)C)c1NC(=O)c1cc2ccccc2o1	37%	-3%	i
65	COCCCNC(=O)c1cc(C(=O)c2c(-c3c(Cl)cccc3Cl)noc2C)c[nH]1	33%	3%	0.5%

nr	influenza NS1A	Salmonella PhoP GFP
61	8%	6%
62	-9%	-4%
63	1%	-14%
64	1%	-10%
65	-3%	-15%

Rewritten screen by screen: two of the compounds above.
61: O=C1C2C3c4ccccc4C(c4ccccc43)C2C(=O)N1c1nc(-c2ccccc2)cs1 (stereo not drawn)
62: CC(Sc1ccccc1)C(=O)NN=C1CCCC1 (stereo not drawn)

| screen / no. | 61 | 62 |
| --- | --- | --- |
| M. tuberculosis | -20% | -2% |
| M. tuberculosis HTS | 3% | 3% |
| VEEV TC-83 Vero | 6.3% | 0.6% |
| influenza NS1A | 8% | -9% |
| Salmonella PhoP GFP | 6% | -4% |

From PubChem BioAssay
